Phagocytosis inh: inhibitors of macrophage phagocytosis, primary screen, imaging, J774A.1 cells, IgG beads; J774A.1 macrophage IgG-bead phagocytosis; inhibition, % at 5 µM; actives 0.07% (n = 110,000);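 active = inhibition above the mean of the plate negative controls plus 5 SD, cut at about 13% in these data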;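 also: phagocytic index as fraction of beads internalized from green versus red external bead signal; plate controls were DMSO negative control for no effect and cytochalasin-D positive control for full effect; some results beyond the cut were filed as inactive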
MRP1 act: H69AR viability gain despite doxorubicin, primary screen, MRP-1 activator project, H69AR cells, CellTiter-Glo. viability increase, % at 10 µM. AID 799, 2007. actives 0.61% (n = 140,000). viability rescue;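 active = viability gain under doxorubicin at or above a set limit, the compound median plus 3 SD, cut at about 4.7% in these data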;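 also: MRP-1 overexpressing cells given doxorubicin 25 µM after compound pretreatment; 18-22 h compound pretreatment then 72 h with doxorubicin before readout; 0% = doxorubicin-only wells and 100% = vehicle-treated cells without doxorubicin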
Yeast growth inh: growth inhibitors of yeast BB579 in restrictive medium, primary screen, yeast lifespan-shortening project, S. cerevisiae; OD615, 48 h; inhibition, % at 10 µM; actives 0.51% (n = 140,000);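 active = inhibition above a set limit, 3 SD over the mean compound inhibition, cut at about 44% in these data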; also: inactives centre near -24
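controls = amphotericin B 10 µg/mL, positive | assay system = DeaD yeast strain BB579 | schedule = 48 h compound exposure at 30 °C after 4 h preincubation | detection = OD615 turbidity measurement | medium = restrictive CSMM-D medium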
NPY-Y2 antag: NPY-Y2 receptor antagonists, primary screen, cell-based | Neuropeptide Y receptor type 2 (Homo sapiens), P49146 | NPY-Y2 expressing cells, antagonist mode | inhibition, % at 2.7 µM | actives 0.99% (n = 140,000); in the data active = inhibition above about 17%;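 also: 0% = vehicle with agonist challenge and 100% = reference antagonist with challenge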
Target sequence (P49146 whole entry, looked up): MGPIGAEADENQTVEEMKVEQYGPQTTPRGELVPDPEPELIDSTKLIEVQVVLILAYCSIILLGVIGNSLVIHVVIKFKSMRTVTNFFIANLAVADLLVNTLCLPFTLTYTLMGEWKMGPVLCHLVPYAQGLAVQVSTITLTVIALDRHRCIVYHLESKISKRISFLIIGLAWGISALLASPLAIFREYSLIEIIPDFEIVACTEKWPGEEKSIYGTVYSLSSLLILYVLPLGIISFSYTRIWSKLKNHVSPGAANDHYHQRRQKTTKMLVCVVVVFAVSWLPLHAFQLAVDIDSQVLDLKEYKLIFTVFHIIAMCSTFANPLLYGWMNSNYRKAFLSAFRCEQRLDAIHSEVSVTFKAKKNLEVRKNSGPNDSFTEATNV
PTEN del growth: growth suppression of PTEN-null HCT116, primary screen, cell-based, CellTiter-Glo; HCT116 PTEN-null viability, 60 h; active compounds read low; viability, % at 10 µM; actives 1.2% (n = 140,000); AID 827, 2007;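 active = viability at or below a set limit, 4 SD under the median of all tested compounds, cut at about 3.7% in these data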;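 also: PTEN knockout HCT116 line with beta catenin targeted HCT116 as companion control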
Yeast life ext: compounds extending yeast replicative lifespan, primary screen, S. cerevisiae, OD615; S. cerevisiae growth with nicotinamide; deaD strain in restrictive glucose medium; inhibition of the nicotinamide effect, % at 10 µM; actives 0.68% (n = 130,000); AID 775, 2007;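 active = inhibition above a set limit, placed 3 SD over the median of all compounds, cut at about 26% in these data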;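 also: 0% = nicotinamide-treated wells and 100% = cells grown without nicotinamide; some compounds called inactive have numbers as strong as hits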
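Assay system: DeaD-strain S. cerevisiae. Medium: CSMM-D glucose medium, restrictive. Reagent: nicotinamide, 1.5 mM, co-present with compound. Compound: 10 µM single point, 0.25% DMSO. Schedule: culture preincubation 4 h, compound exposure 48 h, both 30 °C. Detection: absorbance at 615 nm.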
Measles CPE: compounds protecting cells from measles virus cytopathic effect, primary screen, measles RdRp inhibitor project, single point, MLSMR library, absorbance | AID 841, 2007 | protection (pct of control), % at 4 µM | actives 1.5% (n = 140,000) | Measles virus-infected cells, CPE protection; in the data active = protection mostly above about 24%, no sharp cut-off; inactive = mostly below about 26%; also: some compounds called inactive have numbers as strong as hits
GALR2 blocker: GALR2 antagonists in receptor-expressing cells, primary screen. Galanin receptor type 2 (Homo sapiens), O43603. antagonist mode. inhibition, % at 4 µM. actives 0.39% (n = 140,000). AID 828, 2007; in the data active = inhibition above about 27%;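 also: cells stimulated with galanin 1-16 at roughly its EC80; 0% = agonist challenge control and 100% = basal control without agonist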
Target sequence (O43603 whole entry, looked up): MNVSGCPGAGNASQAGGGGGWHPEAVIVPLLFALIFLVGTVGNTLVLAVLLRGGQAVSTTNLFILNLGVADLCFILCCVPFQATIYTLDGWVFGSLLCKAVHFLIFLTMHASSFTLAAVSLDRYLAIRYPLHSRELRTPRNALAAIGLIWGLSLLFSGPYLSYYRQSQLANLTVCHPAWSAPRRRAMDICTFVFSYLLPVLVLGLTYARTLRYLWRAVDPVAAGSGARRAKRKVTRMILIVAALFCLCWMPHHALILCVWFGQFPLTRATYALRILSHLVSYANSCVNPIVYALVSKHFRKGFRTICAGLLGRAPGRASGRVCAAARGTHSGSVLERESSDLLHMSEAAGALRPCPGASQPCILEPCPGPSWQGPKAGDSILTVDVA
bCat KO growth: primary screen for growth suppressors in beta-catenin knockout HCT116 cells (colon tumor, human); HCT116 beta-catenin knockout viability, CellTiter-Glo, 60 h; active compounds read low; viability, % at 10 µM; actives 1.5% (n = 140,000);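 active = viability at or under a set limit, the compound median less 4 SD, cut at about 6% in these data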;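 also: 0% = Hyamine 1622 control at 20 µM and 100% = untreated cell control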
E-sel TNF inh: E-selectin induction blockers in HUVEC – imaging, immunofluorescence, high content, primary screen; HUVEC TNFa-induced E-selectin immunofluorescence; inhibition, % at 2 µM; actives 0.71% (n = 120,000); AID 1246, 2008;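 active = inhibition above the batch mean plus 3 SD, and confirmed as a hit on visual image review, cut at about 43% in these data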;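 also: 0% = TNF-stimulated DMSO wells and 100% = unstimulated control wells; not every result past the cut was called active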
Numbers without * were called inactive; · = not tested or not shown.

Preview (two entries):
SMILES	Phagocytosis inh	MRP1 act	Yeast growth inh	NPY-Y2 antag	PTEN del growth	Yeast life ext	Measles CPE	GALR2 blocker	bCat KO growth	E-sel TNF inh
COc1ccccc1N(CC(=O)NC1CCCCC1)S(C)(=O)=O	-1	1.2	-30	-2	98	-10	7	0	93	·
COc1ccc(-n2nc([N+](=O)[O-])c(=NCCc3ccccc3)n2O)cc1	-11	-4.1	-30	1	77	0	18	-4	83	·

The whole of this part, from the first entry:
SMILES	Phagocytosis inh	MRP1 act	Yeast growth inh	NPY-Y2 antag	PTEN del growth	Yeast life ext	Measles CPE	GALR2 blocker	bCat KO growth	E-sel TNF inh
COc1ccccc1N(CC(=O)NC1CCCCC1)S(C)(=O)=O	-1	1.2	-30	-2	98	-10	7	0	93	·
COc1ccc(-n2nc([N+](=O)[O-])c(=NCCc3ccccc3)n2O)cc1	-11	-4.1	-30	1	77	0	18	-4	83	·
CCOCCCNC(=O)C(NC(=O)c1ccccn1)c1ccc(C)cc1 (stereo not given)	·	0.6	-12	4	98	·	16	3	94	-15
COC(=O)[C@@]1(Cc2ccc(OC)cc2)[C@@H]2[C@@H](CC(=O)[C@H]2CC(=O)C(=O)N(C)C)CN1C(=O)c1ccccc1	·	-1.9	-15	-1	74	2	8	-12	57	-4
CCn1c(Sc2nc(C)nc3scc(-c4cccs4)c23)n[nH]c1=O	0	-3.2	99*	2	23	-7	21	9	26	38
O=C(NCC1CCCO1)c1c(O)c2cccc3c2n(c1=O)CC3 (stereo not given)	-3	-2.6	-41	2	80	13	55*	-4	84	·
O=C(Cn1cncn1)N/N=C/c1cccc2ccccc12	-2	-1.0	-50	2	102	-2	19	-6	99	-6
NC(=O)c1c(NC(=O)CSc2nc3c(c(C(F)(F)F)n2)CCc2ccccc2-3)sc2c1CCCC2	-1	-1.9	14	3	67	0	7	1	86	-19
O=C(NCCc1cn2ccccc2n1)c1ccc(Br)o1	-1	-1.0	-84	0	116	-3	16	-14	95	·
COC(=O)C(NC(=O)c1ccc(OC)cc1)(Nc1ncc(S(=O)(=O)c2ccc([N+](=O)[O-])cc2)s1)C(F)(F)F (stereo not given)	3	-1.7	-39	1	72	1	8	-5	78	-20
CC(OC(=O)c1cccnc1SCc1cc(=O)n2ccccc2n1)c1ccccn1 (stereo not given)	0	-0.8	-24	0	93	-2	5	-2	86	-20
O=C(CSc1nc2c(c(=O)n1-c1ccc(F)cc1)SCC2)NCC1CCCO1 (stereo not given)	0	0.5	-35	4	109	-5	17	-8	100	17
COc1ccc(-c2cn3ccccc3n2)cc1[N+](=O)[O-]	·	-0.7	3	3	70	-8	14	10	73	-12
CCOC(=O)N1CCC(NC(=O)c2cc3ccccn3n2)CC1	0	-0.7	2	2	93	-8	8	3	93	·
COc1ccc(NC(=O)Cn2nnc(-c3ccccc3N)n2)cc1OC	1	-2.9	-12	6	95	-13	2	-14	96	-24
NC(=O)COC(=O)CCCc1c[nH]c2ccccc12	0	-1.2	-27	4	100	-11	3	3	92	·
CCc1ccc(NC2=NCC(=O)N2Cc2ccc3c(c2)OCO3)cc1	4	2.3	-22	1	93	-10	4	3	99	-7
Cc1ccc(C(=O)C2(C)C3c4cc(Br)ccc4OC(=O)C32C(=O)c2ccco2)cc1 (stereo not given)	·	-1.5	-44	3	63	-11	4	2	72	-9
Oc1ccc(Nc2nc(Cl)nc(NCc3ccco3)n2)cc1	-6	-3.5	-39	0	74	0	7	-3	71	·
CCS(=O)(=O)c1ccc(O)c(NC(=O)COc2ccc(C)cc2)c1	-4	1.6	-7	5	94	-2	4	-4	95	·
O=C(NCc1ccccc1)c1nc2c(nnn2Cc2cccc(Cl)c2)c(=O)[nH]1	·	-2.0	-39	14	98	·	12	0	83	10
COc1ccc2c(CSc3nnc(-c4cccnc4)n3-c3ccccc3F)cc(=O)oc2c1	-5	-1.6	-29	0	89	-6	11	-10	85	·
OC1(c2ccc(F)cc2)CN(c2ccccc2)C2=[N+]1CCS2 (stereo not given)	-8	-2.7	4	6	101	-2	19	1	104	-10
O=[n+]1c2c(n([O-])c3cc(Br)ccc31)CCCC2	-7	0.3	-30	3	103	-5	25	-1	90	·
Cc1cc(N2CCCCC2)nc(SCc2ccc(C#N)cc2)n1	3	-2.1	-52	6	60	-9	3	9	72	-6
O=C(O)/C=C/c1ccccc1Oc1ccccc1	0	-1.5	2	12	101	-10	6	-4	92	·
CCOC(=O)Nc1sc2c(c1C#N)CCCC2	-1	0.2	-5	2	93	-13	5	2	93	-38
COc1cccc(-c2nc3sc4c(c3c(=O)[nH]2)CCCCC4)c1	-3	-2.3	-12	1	72	-3	5	3	72	13
CCN1CCN(C(c2ccc(OC)cc2)C(O)C(=O)c2c[nH]c3ccccc23)CC1 (stereo not given)	-2	-1.2	-44	1	81	-5	11	1	91	-3
Cc1cc(NC(=O)CSc2nnc(-c3ccc(S(=O)(=O)N4CCCC4)cc3)n2C)no1	0	-0.9	-49	1	106	-4	11	-1	106	-6
S=C(Nc1ccc(Cl)cc1)NC1CCN(Cc2ccccc2)CC1	-3	-4.4	-16	1	41	0	6	7	23	·
CCOC(=O)Cn1c(C)nc2ccccc21	0	-0.4	-40	-2	95	1	1	1	96	8
Cc1c(C)n(CC(O)CN2C(=O)c3ccccc3S2(=O)=O)c2ccccc12 (stereo not given)	4	-1.0	-10	14	95	-14	14	-11	104	6
COc1ccc(C2=NN(C(=O)/C=C/c3ccccc3)C(c3ccccc3)C2)c(OC(C)=O)c1 (stereo not given)	2	-3.7	-47	2	17	6	15	-37	13	-8
O=C(CSc1nc(-c2cccs2)cc(C(F)(F)F)n1)NCCCn1ccnc1	·	-2.1	-26	1	89	·	4	7	100	9
C=CCNC(=S)NNC(=O)c1cccc(Br)c1	-9	1.2	0	1	100	2	8	3	84	51
CC(=O)Nc1cccc(C(=O)/C=C/c2ccco2)c1	3	-6.8	-24	1	22	-19	5	13	18	7
O=C(Cc1cccs1)Nc1nnc(SCc2ccc(Br)cc2)s1	3	1.5	-4	7	105	-2	9	7	103	-11
COc1cc(/C=C(\C#N)c2ccccn2)ccc1OCc1ccccc1	-3	0.8	-26	7	89	0	16	6	85	10
c1coc(-c2nnc(SCc3nc4ccccc4[nH]3)o2)c1	-1	-2.5	-23	2	93	-4	9	14	94	9
Nn1c(SCc2cn3ccsc3n2)nnc1-c1ccncc1	0	0.3	-42	0	105	-4	26	15	99	-59
CCCCSc1nc2c(c(C(F)(F)F)c1C#N)CCC2	-1	1.0	-24	2	73	15	3	5	77	12
CCOc1ccccc1NC(=S)/C(=C(\[O-])c1ccc2c(c1)OCCO2)[n+]1ccc(CC)cc1	-1	-2.5	-42	2	77	-18	28*	0	81	·
COc1cc(/C=N/n2cnnc2)ccc1OCc1ccccc1	·	-2.4	1	3	80	-13	40	5	76	5
Cc1nc2cc(C(=O)OCC(=O)Nc3ccc(C#N)cc3)ccc2n1-c1ccccc1	-2	-1.9	-45	4	95	-4	2	-16	95	·
Cc1ccc(NC2CC(=O)N(CCc3ccccc3)C2=O)cc1 (stereo not given)	1	0.7	-6	0	110	-11	24	-7	100	14
CNC(=O)CN(Cc1ccccc1)S(=O)(=O)c1ccccc1	0	-1.8	1	2	87	-2	5	-4	84	-30
Brc1ccc(CN2C3=NCCCN3c3ccccc32)cc1	4	-4.3	-9	12	58	4	8	1	74	·
Cc1ccc2cc(C#N)c(N3CCCN(C(=O)C4CCCO4)CC3)nc2c1C (stereo not given)	-1	-0.9	-28	3	25	-15	7	14	17	6
COc1ccc2c(c1)O[C@H](c1ccc3c(c1)OCO3)[C@@H](OC(=O)N[C@H]1CCCc3ccccc31)C2=O	·	-1.9	-59	3	88	4	6	-1	78	·
CCN(CC)CCOC(=O)C1(c2ccc(OC)c(OC)c2)CCCC1	0	-1.4	-74	15	99	-3	7	0	79	10
CC(=O)N1[C@@H]2CC3C4CC=C5C[C@@H](O)CC[C@]5(C)C4CC[C@]3(C)[C@@]21C(C)=O (stereo not given in full)	-2	-2.9	4	-2	95	-6	19	-9	93	4
Cc1ccc(C(=O)CC2(O)C(=O)N(Cc3ccccc3Cl)c3ccccc32)o1 (stereo not given)	0	-2.3	-13	3	14	-16	16	2	23	12
CCOC(=O)c1sc(=NC(=O)c2ccc(S(=O)(=O)N3CC(C)OC(C)C3)cc2)n(C)c1C (stereo not given)	3	0.0	-29	2	87	10	27	8	96	-4
COc1ccc(C2C(C(=O)Nc3cccc(C)n3)c3ccccc3C(=O)N2C)cc1OC (stereo not given)	-2	-2.4	-17	8	87	-3	5	-1	85	·
CSc1nc2sc3c(c2c(=O)[nH]1)CCC(C)C3 (stereo not given)	0	-1.2	-19	0	95	-6	7	6	99	-1
CCC(C)NC(=O)/C=C/c1cccs1 (stereo not given)	·	-2.1	-2	-1	90	3	23	10	94	·
COc1ccc(S(=O)(=O)N(C(=O)C(C)C)c2ccc3oc(=O)sc3c2)cc1	0	-5.2	-10	-3	99	-19	8	10	96	11
COc1ccc(NC(=O)c2ncn[nH]2)cc1	·	0.8	-11	-1	104	-23	5	9	107	1
Cc1ccc(S(=O)(=O)NC(C(=O)Oc2ccc3c(C(F)(F)F)cc(=O)oc3c2)c2ccccc2)cc1 (stereo not given)	4	1.2	-40	5	95	7	10	35*	100	·

The results go on:
SMILES	Phagocytosis inh	MRP1 act	Yeast growth inh	NPY-Y2 antag	PTEN del growth	Yeast life ext	Measles CPE	GALR2 blocker	bCat KO growth	E-sel TNF inh
O=C1C(Cc2ccccc2)C(c2ccccc2)N1c1ccccc1 (stereo not given)	·	-2.8	-32	8	59	-5	11	2	71	-13
O=S(=O)(Nc1ccn(-c2ccccc2)n1)c1ccc(Br)cc1	-1	-1.2	-56	16	91	-2	7	-7	85	5
COc1cc(/C=c2\sc3n(c2=O)CCCN=3)ccc1O	·	-5.0	0	-3	73	-32	4	2	51	-11
Nc1nncn1C(=O)CCCN1C(=O)c2ccccc2C1=O	-2	-0.8	-50	-1	92	2	19	-1	83	0
Cc1nc(-c2coc3cc(O)c(C)cc3c2=O)cs1	-1	-1.5	-24	-2	70	-10	8	2	59	36
CSc1ccc(CN(C)CC(=O)NC(=O)NC(C)(C)C)cc1	0	-2.1	-8	5	90	-3	4	10	89	·
Nc1ccc(C(=O)OCC(=O)Nc2ccc([N+](=O)[O-])cc2C(F)(F)F)cc1	-4	-2.4	-1	1	80	-5	2	14	84	-5
Cc1ccc(S(=O)(=O)NCc2ccc(C(=O)NCCCN3CCN(C)CC3)cc2)cc1	3	-2.3	5	6	96	4	18	7	95	9

Bioassay records (PubChem BioAssay)
